Screening data deposited in PubChem by several laboratories.
SDO1 yeast rescue: sdo1-depleted yeast growth rescue | z-score at 10 µM | S. cerevisiae sdo1-depleted JHY4D growth rescue, OD600 30 h; active compounds read high; pdr5 snq2 efflux-pump mutant strain | hit rate 0.21% among 140,000;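 active means z-score above 3 at both the 24 hr and the 30 hr optical density reads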;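 further: z-score against mean and SD of all compound wells on the same plate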
INS promoter inh: TRM-6 insulin promoter activity inhibition. inhibition, % at 2 µM. TRM-6 cells (human fetal islet line), insulin promoter-eGFP reporter, imaging; reporter expression induced with tamoxifen. hit rate 0.9% among 130,000;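 active means inhibition above the mean plus 3 SD, with well images judged a real hit on visual review, cut at about 60% in these data, passing the limit was not always enough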
SDO1 yeast rescue Rescue 24 h: also measured in SDO1 yeast rescue; calls as there; z-score; S. cerevisiae sdo1-depleted JHY4D growth rescue, OD600; measured here: growth rescue at 24 h;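 0 is the plate mean of compound wells and units are plate SD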
Numbers without * were called inactive; · = no result given; & = joins results of further samples.

mol	SDO1 yeast rescue Rescue 24 h	INS promoter inh	SDO1 yeast rescue
COc1ccc(S(=O)(=O)N(CC(=O)NCC2CCCO2)c2ccccc2)cc1OC (stereo not given)	-1.38	-24.2	-0.93
Cc1cc2c(N=NC(=O)CCc3ccccc3)c(O)[nH]c2cc1Br	2.14	-24.0	1.19
CS(=O)(=O)N(CC(=O)NCCSCc1cccc(Cl)c1)c1ccc2c(c1)OCO2	-0.47	-30.8	-0.28
O=C(c1cc(-c2ccccn2)nc2c(Cl)cccc12)N1CCN(S(=O)(=O)c2ccccc2)CC1	-1.08	15.8	-1.46
O=C(C1CCCN1S(=O)(=O)c1ccc(Cl)c(Cl)c1)N1CCCCC1 (stereo not given)	-0.11	-42.9	0.32
CCNc1nc(SCC(=O)OC)nc(N2CCOCC2)n1	0.53	3.7	0.38
Cn1c(SCC(=O)NC(=O)NCc2ccco2)nnc1C(F)(F)F	1.03	-22.9	0.76
CCC(=O)N1CCc2cc(Br)cc(S(=O)(=O)NCCN3CCCCC3CC)c21 (stereo not given)	-0.31	-22.2	0.58
Cc1ccc(OCC(=O)O/N=C(\N)Cc2ccc(Cl)cc2)cc1	-0.3	15.8	-1.3
CCOC(=O)C(Cc1ccccc1)NS(=O)(=O)c1ccc(NC(C)=O)cc1 (stereo not given)	0.4	-62.5	0.58
CCOc1ccc(/C(O)=C2/C(=O)C(=O)N(CC3CCCO3)C2c2ccco2)cc1 (stereo not given)	0.35	-6.7	0.91
COCCNC(=O)CSc1nc2cc(OC)c(OC)cc2c(=O)n1Cc1ccco1	0.02	-9.1	0.43
O=C(c1ccco1)N1CCN(C(=O)c2nn3cccnc3c2Cl)CC1	0.78	-34.3	1.63
COc1ccccc1C(=O)Nc1sc(C(=O)N2CCCC2)c(C)c1C#N	·	-21.4	·
COc1ccc(OC)c(NC(=O)C2CCN(S(=O)(=O)c3c(C)noc3C)CC2)c1	0.62	-3.6	1.29
COc1ccc(NC(=O)C(C)Sc2nnc3c4c(nc(-c5ccc(OC)cc5)n23)CC(C)(C)OC4)cc1 (stereo not given)	0.17	·	-0.11
Cn1c(CN2CCCCC2)nc2cc(NC(=O)c3ccccc3Cl)ccc21	0.77	-5.6	1.14
CCCCCCc1nc2c(=O)[nH]c3ccccc3c2o1	-0.51	7.7	-0.53
Nc1nc2nc(-c3ccc(Cl)cc3)cc(C(F)(F)F)n2n1	0.17	64.3	0.08
COc1ccccc1N1CCN(C(=O)c2cc(-c3ccc4c(c3)OCO4)on2)CC1	-0.24	·	0.24
CC(=O)Nc1ccc(Nc2cc(C)nc3c(-c4ccccc4)cnn23)cc1	-1.29	75.0*	-2.05
CCN1CC2=C(OC(N)=C(C#N)C2c2cccs2)/C(=C/c2cccs2)C1 (stereo not given)	-1.25	20.0	-0.96
O=c1[nH]c2ccccc2nc1N1CCOCC1	0.25	18.4	0.63
CC(C)(C)C(=O)NC(=S)Nc1sc2c(c1C#N)CCCCC2	-1.46	·	-1.51
COc1cccc2c(=O)c3c(cnn3C)n(C)c12	0.76	22.2	2.28
CCC1(C)Cc2c(sc3nc(NN)n(C)c(=O)c23)CO1 (stereo not given)	1.55	0.0	1.25
CC1CN(C(=O)c2scc3c2OCCO3)CC(C)O1 (stereo not given)	2.55	-76.0	1.67
Nc1cccnc1Sc1cc(Cl)c(Cl)cc1Cl	-0.38	20.0	-1.96
CCOc1ccc(OCCOc2ncnc3ccccc23)cc1	0.01	40.0	0.44
COCCCn1c(=O)/c(=C\c2ccccc2OC(F)F)s/c1=C(/C#N)C(=O)NC(C)C	-0.99	·	-0.58
CCOC(=O)C(=O)Nc1ccccc1C(=O)OCC	·	48.1	·
COCCOC(=O)c1cc(C(=O)c2cc(Cl)ccc2O)coc1=N	·	-37.1	·
CC1=C(C(=O)NCc2ccccc2)C(c2ccc(C)o2)n2ncnc2N1 (stereo not given)	1.78	·	1.61
Nc1ccc(O)cc1C(=O)OCC(=O)c1ccc(C2CCCCC2)cc1	-0.85	-21.4	-0.9
CCc1nnc(NC(=O)c2sc3nc4c(cc3c2N)CCCCCC4)s1	-1.44	-35.5	-1.62
COc1cc(NC(=O)c2ccccc2Cl)c(OC)cc1NC(=O)CN1CCOCC1	-1.12	·	-0.53
COc1ccc2c(c1)c(=O)oc1cc(OCC(=O)N3CCCC(C)C3)ccc12 (stereo not given)	-1.23	1.4	-1.77
CC(=O)Nc1ccc(NC(=O)CCCCCN2C(=O)c3ccccc3C2=O)cc1	-0.72	-13.9	-0.34
Cc1ccc(NC(NC(=O)Cc2ccccc2)C(Cl)(Cl)Cl)cc1 (stereo not given)	-1.6	·	-1.6
O=C(Nc1cc(S(=O)(=O)N2CCCC2)ccc1Cl)C1=COCCO1	0.54	4.2	0.17
COc1cccc2c(=O)n(CC(=O)N3CCc4ccccc43)ccc12	-0.8	·	-0.62
CCCNC(=O)C/C(C)=N/NC(=O)COc1ccc(C)cc1Br	0.65	36.7	0.85
O=C(CN1C(=O)C2C3C=CC(C3)C2C1=O)Nc1ccc2c(c1)OCCO2 (stereo not given)	0.09	18.2	-0.08
COC(CNC(=O)C1CC(=O)N(CCc2ccccc2)C1)OC (stereo not given)	0.24	-45.2	0.08
CCOC(=O)COc1ccc2cc(C(=O)OCC)c(=O)oc2c1	-0.01	5.0	0.58
O=C(CCN1C(=O)/C(=C\c2cccs2)SC1=S)NC1=NCCS1	-1.09	-20.0	-1.51
Cc1ccc(Nc2nnc(SC3CCOC3=O)s2)cc1 (stereo not given)	0.55	·	0.71
Cc1ccc(NS(=O)(=O)c2ccc(Br)s2)cc1S(=O)(=O)N1CCOCC1	·	-21.4	·
CCOc1cc(/C=C2\SC(=N)N(c3nonc3N)C2=O)ccc1OCC(N)=O	1.35	-3.3	0.18
O=C(COC(=O)CNC(=O)c1ccco1)Nc1ccccc1OC(F)F	·	22.2	·

Remaining list, next part
mol	SDO1 yeast rescue Rescue 24 h	INS promoter inh	SDO1 yeast rescue
Cc1ccc(C(=O)CSc2ncn[nH]2)cc1	-0.67	57.1	-0.78
Cc1cc[n+](CC(=O)c2cccs2)cc1	1.04	12.5	1.07
Cc1csc(SCC(=O)NCc2ccccc2Cl)n1	·	21.4	·
CC(C)NC(=S)N/N=C/c1ccc2c(c1)OCCO2	0.31	·	0.14
O=C1/C(=C\c2ccco2)SC(=S)N1Cc1ccccc1	-0.08	-150.0	0.06
Cc1nc2sc(C(c3ccccc3)N3CCOCC3)c(O)n2n1 (stereo not given)	0.35	50.0	0.43
CCOC(=O)c1c(NC(=O)c2cccc(N3C(=O)CCC3=O)c2)sc(C)c1C	-0.13	0.0	-0.97
CC(C)OC(=O)c1cc(C(=O)c2cc(Br)ccc2O)coc1=N	·	-127.3	·
Cc1ccccc1C(=O)Nc1ccccc1C(=O)NCc1ccccc1	-1.17	-42.3	-0.89
COc1ccc(CCn2c(N3CCN(Cc4ccccc4)CC3)nc3c2c(=O)[nH]c(=O)n3C)cc1	-0.81	14.3	0.07
Cc1ccc(S(=O)(=O)N2CCN(C(=O)c3cc4c(C)nn(-c5ccccc5)c4s3)CC2)cc1	-0.34	·	-0.48
Cc1nn(CC(=O)Nc2ccc(Cl)cn2)c(C)c1[N+](=O)[O-]	-0.82	8.5	0.24
CN1/C(=C\C=N\NC(=O)c2ccc(O)cc2)C(C)(C)c2ccccc21	-0.07	-34.5	0.72
CN1[C@@H]2CC(OC(=O)[C@H](CO)c3ccccc3)C[C@H]1[C@@H]1O[C@@H]12 (stereo not given in full)	-0.62&-0.2	23.8&-113.6	0.23&0.51
O=C(Nc1ccc(Cl)cc1)N1CCSCC1	-1.2	21.6	-0.8
Cc1cc(N)n2ncc(-c3ccccc3)c2n1	0.19	87.0*	-0.99
CC(C)(C)n1nnnc1C(c1cccc(C#N)c1)N1CCCCCC1 (stereo not given)	0.53	35.9	0.2
O=c1ccn(Cc2ccccc2Cl)cc1	0.8	-13.3	1.18
CN(CC(=O)NCc1ccccn1)S(=O)(=O)c1ccccc1	0.56	-11.4	0.45
Cc1ccc(N(C(C)C(=O)Nc2cc(Cl)ccc2Oc2ccccc2)S(C)(=O)=O)cc1 (stereo not given)	0.29	·	-0.33
COc1ccc(OCCCN2CCCCCC2)cc1	-0.91	1.4	-0.08
O=C(Nc1ccc2c(c1)OCO2)C1CCN(C(=O)c2ccc([N+](=O)[O-])cc2)CC1	·	21.4	·
Cc1nc2ccccc2c(=O)n1NCc1cccs1	0.2	·	0.73
Cc1ccc(OCC(=O)NNC(=O)C(=O)NC(C)(C)C)cc1	0.4	·	0.95
Cc1scc(C(=O)NNC(=S)NCc2ccccc2)c1C	0.16	28.1	0.75
Fc1ccccc1CSc1ccc(-c2ccco2)nn1	·	-20.0	·
CCc1nc2oc(C(=O)c3ccccc3)c(N)c2c2c1COC(C)(C)C2	0.93	30.0	-0.05
c1ccc(C2=Nc3ccccc3NC(c3ccccc3)C2)cc1 (stereo not given)	0.23	·	-0.33
COc1ccc(OCC(=O)NNC(=O)c2cccc(S(=O)(=O)N(C)C)c2)cc1	-0.62	·	0.69
O=C(OCc1ccc([N+](=O)[O-])cc1)c1ccccn1	·	30.0	·
COc1ccccc1N1CCN(Cc2ccc(OC)c(OC)c2OC)CC1	0.86	·	1.51
O=C(Cc1ccc(S(=O)(=O)N2CCCC2)s1)N1CCN(c2ccccc2)CC1	·	-126.7	·
COc1ccc([N+](=O)[O-])cc1NC(=O)C(C)Sc1ccc(C)cc1 (stereo not given)	-0.55	·	-0.79
CCCCCC(=O)N/N=C/c1cc(Br)c(O)c(OC)c1	1.15	25.0	0.42
COc1ccc(C(=O)NCC(=O)Nc2ccccc2)cc1OC	-0.67	-145.7	0.61
CSCCC(NC(=O)c1ccco1)C(=O)OCC(=O)Nc1ncc(Cl)c(C)c1Cl (stereo not given)	-0.67	-26.3	-0.11
CCn1c(=O)c2c(nc3n2CCCN3CCc2ccccc2)n(C)c1=O	-0.42	-16.7	0.04
COc1ccc2c(c1OC)C(=O)NC(C)=C(C(=O)OC(C)(C)C)C2O (stereo not given)	-0.69	-11.1	-0.47
COc1ccccc1NC(=O)COc1ccc(/C=N/NC(=O)CSCc2cc(C)cc(C)c2)cc1	-0.09	·	-0.76
Cc1occc1-c1nnc(SCC(=O)N2CC(=O)Nc3ccccc32)n1CC(C)C	0.59	2.8	0.29
COc1ccc(CNC(=O)CNC(=O)c2c(C)nn(C)c2Cl)cc1	·	-5.0	·
COc1ccccc1NC(=O)C1C2C=CC3(CN(Cc4cccnc4)C(=O)C13)O2 (stereo not given)	-0.15	·	0.24
Cc1ccc2[nH]c(=O)c(-c3noc(-c4ccncc4)n3)cc2c1	·	66.7	·
COc1cccc(OC)c1C(=O)Nc1ccccc1N1CCCC1	0.63	-235.1	1.28
O=C(C[n+]1cc(-c2ccc(Cl)c(Cl)c2)n2c1CCC2)OCc1ccccc1	-0.33	-13.3	0.55
CCN1C(=O)c2c(C)nc3ccccc3c2C1=O	1.43	20.0	1.18
CCOC(=O)C(C)On1c(SC(C)C(=O)OCC)nc2ccccc2c1=O (stereo not given)	-1.19	-75.7	-0.93
O=C1CC(c2ccccc2)CC(O)=C1C=Nc1ccc(Cl)cc1 (stereo not given)	-0.64	-23.7	-0.41
CCSC1=C(C#N)C(c2ccc(OC)c(OC)c2)CC(=O)N1 (stereo not given)	0.52	·	0.33
Fc1ccc(C2CCCN2Cc2nc(Cc3ccccc3F)no2)cc1 (stereo not given)	·	-43.5	·

(further entries)
mol	SDO1 yeast rescue Rescue 24 h	INS promoter inh	SDO1 yeast rescue
Cc1nn(Cc2cccc(C(=O)NCC(C)C)c2)c(C)c1Br	0.24	-37.5	-0.63
Cc1cccc(C)c1NC(=O)Cn1c(=O)n(CCCC(=O)NCc2ccco2)c(=O)c2sccc21	-0.2	·	0.46
Cc1ccc(C(=O)C(OC(=O)CNC(=O)c2ccc(Cl)cc2)c2ccccc2)cc1 (stereo not given)	0.11	-2.9	0.27
COC(=O)CCCNC(=O)OCc1ccc([N+](=O)[O-])cc1	-0.38	-11.5	0.62
COc1cc(Br)cc2cc(C(=O)NCC3CCCO3)c(=O)oc12 (stereo not given)	-0.5	·	0
O=c1c2[nH]c3ccccc3c2ncn1Cc1cccnc1	0.81	21.9	0.57
Cc1cc(C)c(-c2c(O)c3c(n(C)c2=O)CC(C)(C)CC3=O)c(C)c1	12*	-23.8	10.2*
Cc1ccsc1/C=C1\Oc2cc(OCC(=O)c3ccccc3)ccc2C1=O	-0.18	·	-0.18

Arranged by value in SDO1 yeast rescue (largest number first): five of the compounds above.
mol	SDO1 yeast rescue Rescue 24 h	INS promoter inh	SDO1 yeast rescue
COc1ccc(OCC(=O)NNC(=O)c2cccc(S(=O)(=O)N(C)C)c2)cc1	-0.62	·	0.69
CCNc1nc(SCC(=O)OC)nc(N2CCOCC2)n1	0.53	3.7	0.38
COC(CNC(=O)C1CC(=O)N(CCc2ccccc2)C1)OC (stereo not given)	0.24	-45.2	0.08
CS(=O)(=O)N(CC(=O)NCCSCc1cccc(Cl)c1)c1ccc2c(c1)OCO2	-0.47	-30.8	-0.28
Cc1nn(Cc2cccc(C(=O)NCC(C)C)c2)c(C)c1Br	0.24	-37.5	-0.63
